Bioassay records: PubChem BioAssay, National Center for Advancing Translational Sciences (NCATS)
GALK inhibitor: blocks human galactokinase activity; P51570; Purified GALK, Kinase-Glo residual ATP luminescence; Potency, µM (doses to about 57.5 µM), for the others: at the top dose activity change, negative = inhibition, usual class: inhibitors; 270,000 tested, 0.007% active; AID 1868; note: potency is the fitted concentration of half-maximal effect
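Quantitative HTS: GALK 5 nM, ATP 35 uM, galactose 100 uM, 1 h room temperature, then luciferase-based ATP detection.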
FBPA coupling cs: counter-screen for Giardia aldolase inhibitors: coupling enzyme system | coupling enzyme system counterscreen, AmpLite Red fluorescence | activity change, negative = inhibition, % at 58.2 µM, hits read low | 290,000 tested, 0.67% active; in the data active = activity change below about -30%
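Final compound at 57.5 uM, incubated 10 min at RT with coupling enzyme reagent (glyceraldehyde-3-phosphate), then 20 min with substrate and AmpLite Red detection. Fluorescence read at 525/598 nm; tests interference with the coupling assay, not aldolase inhibition.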
KCNH2 3.1 inh: blocks the human KCNH2 3.1 channel isoform; U2OS KCNH2 3.1, thallium flux FluxOr; stronger effect = lower value; activity change, % (tested at about 1.8 µM); 340,000 tested, 0.95% active; AID 720553;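 active = maximum activity change below -70%; inconclusive = maximum activity change from -70% to -50%; inactive = maximum activity change above -50%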;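 note: thallium influx rate constant from kinetic fluorescence after stimulation buffer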
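Measured as rate of thallium-driven FluxOr signal in transduced U2OS cells carrying the 3.1 channel, read kinetically for 2 min upon stimulation; values are rate constants scaled to DMSO control wells.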
KCNH2 WT inh: inhibitors of human wildtype KCNH2 potassium channel; Q12809; U2OS, BacMam KCNH2, thallium flux FluxOr; stronger effect = lower value; activity change, % at 1.84 µM; 340,000 tested, 0.37% active; AID 720551;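 active = maximum activity change below -70%; inconclusive = maximum activity change between -70% and -50%; inactive = maximum activity change above -50%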
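U2OS cells transduced with wild-type KCNH2 virus are loaded with FluxOr dye for 45 min, and thallium flux is measured in kinetic reads before and after stimulation buffer. Rate constants are normalized to DMSO controls.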
B2AR arrestin: beta2AR (human) beta-arrestin recruitment activity | beta-arrestin recruitment to beta2AR, cell-based reporter | Potency, µM (highest dose often 46.1 µM), without a hit: top-dose activation, most hits filed as activators | 330,000 tested, 0.02% active;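 note: potency is the fitted concentration of half-maximal effect; 0% = DMSO controls and full agonism = EC100 isoproterenol or metaproterenol; nearly all actives have a fitted effect of over 65% in size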
BCR signal inh: inhibitors of chronic active B-cell receptor signaling. ABC-DLBCL IkBa-CBG/CBR reporter, luminescence ratio, 4 h. Potency, µM (series often up to 46.1 µM), for the others: top-dose ratio change, negative = lower green/red ratio, most hits filed as inhibitors. 340,000 tested, 0.05% active. AID 493014; active = well fitted inhibition curve with a large enough effect in the signal ratio, with a control signal flat, not every such curve was filed as active; inconclusive = small, poorly fitted or top-dose-only effect, or effect the other way, or a change in a side signal; the % refers to the signal ratio;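 note: potency is the fitted concentration of half-maximal effect; plate controls were basal doxycycline-induced cells for no effect and cells given 10 µM MG132 for full effect; MG132 reads +100%, hits lower the ratio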
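Doxycycline induced both beetle luciferases in TMD8 lymphoma cells; IKK-driven degradation limits the IkappaBalpha-fused green signal, while red luminescence normalises for cell number and nonspecific effects. Compounds tested up to 46 uM, 4 hrs.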
uPA surface inh: inhibitors of cell surface uPA generation; cell surface uPA generation assay, qHTS; Potency, µM (doses to about 38.3 µM), inactives show at the highest dose activity change, negative = inhibition, usual class: inhibitors; 330,000 tested, 0.31% active; AID 540303; active = well fitted inhibition curve with a large enough effect; inconclusive = small, poorly fitted or top-dose-only effect; inactive = no such curve, though single readings can be large or run the other way; tested in mouse RAW 264.7 cells; note: potency is the fitted concentration of half-maximal effect; nearly all actives have a fitted effect of over 55% in size
PKM2 activator: PKM2 (human) enzyme activation | P14618 | purified PKM2, Kinase-Glo ATP luminescence, activation; response scale: 0% is enzyme alone, no compound | Potency, µM (titrated, usually from 57.5 µM), for the others: top-dose activation, most hits filed as activators | 260,000 tested, 0.34% active | AID 1631; note: potency is the fitted concentration of half-maximal effect; nearly all actives have a fitted effect of over 55% in size
Target sequence (P14618 whole entry, looked up): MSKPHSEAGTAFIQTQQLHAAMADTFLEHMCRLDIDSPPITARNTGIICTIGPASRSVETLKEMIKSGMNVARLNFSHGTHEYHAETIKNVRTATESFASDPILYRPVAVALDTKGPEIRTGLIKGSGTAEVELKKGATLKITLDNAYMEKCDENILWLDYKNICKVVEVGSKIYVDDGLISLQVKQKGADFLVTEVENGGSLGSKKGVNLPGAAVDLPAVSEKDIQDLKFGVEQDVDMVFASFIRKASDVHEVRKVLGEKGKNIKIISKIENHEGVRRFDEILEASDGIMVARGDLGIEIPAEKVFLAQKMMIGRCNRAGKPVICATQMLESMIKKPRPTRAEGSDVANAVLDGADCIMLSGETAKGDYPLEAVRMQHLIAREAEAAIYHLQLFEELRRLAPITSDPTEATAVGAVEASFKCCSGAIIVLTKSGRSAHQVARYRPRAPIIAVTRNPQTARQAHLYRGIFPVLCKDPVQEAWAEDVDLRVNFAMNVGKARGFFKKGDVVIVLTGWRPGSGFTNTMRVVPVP
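Purified hPK-M2 (>95% pure) converted ADP (0.1 mM final) to ATP with 0.5 mM PEP in 50 mM imidazole pH7.2, KCl, MgCl2, Tween 20, BSA; 1 h at room temperature. ATP detected by Kinase-Glo luminescence.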
USP2a block: inhibitors of human ubiquitin-specific protease USP2a | O75604 | USP2 core, Ub-CHOP2 coupled fluorogenic reporter, 485/531 | Potency, µM (highest dose often 38.3 µM), inactives show at the highest dose activity change, negative = inhibition, actives largely listed as inhibitors | 330,000 tested, 0.01% active;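 note: potency is the fitted concentration of half-maximal effect; plate controls were DMSO wells for no effect and full inhibition by NEM control for full effect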
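Cell-free coupled assay: 10nM USP2 core preincubated 30min RT with compound in Tris-HCl pH 8.0/CaCl2/CHAPS buffer, then 25nM Ub-CHOP2 and 25nM reporter substrate; fluorescence (Ex 485/Em 531) read after 60min RT, normalized to NEM inhibition, concentration-response curves fitted.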
Giardia killer: Giardia lamblia killing | 340,000 tested, 0.15% active | Giardia lamblia trophozoite viability | AID 540267 | activity change, % at 7.66 µM, hits read low; in the data active = activity change below about -80%; inconclusive = between about -30% and that limit;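 note: parasites exposed to compound for two days anaerobically before the ATP read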
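Trophozoites 100 cells/well + cpd; 48 hrs, 37 deg C, anaerobic. ATPLite 1-Step added, 15-30 min RT, luminescence read (ATP-based viability).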
Eya2 inh: blocks the phosphatase activity of human Eya2. Potency, µM (titrated, usually from 76.9 µM), for inactives: at the highest dose activity, negative = inhibition, most hits filed as inhibitors. AID 488837. recombinant Eya2, OMFP fluorescence dephosphorylation (OMFP is methylfluorescein phosphate). O00167. 330,000 tested, 0.006% active; note: potency is the fitted concentration of half-maximal effect
Target sequence (O00167 whole entry, looked up): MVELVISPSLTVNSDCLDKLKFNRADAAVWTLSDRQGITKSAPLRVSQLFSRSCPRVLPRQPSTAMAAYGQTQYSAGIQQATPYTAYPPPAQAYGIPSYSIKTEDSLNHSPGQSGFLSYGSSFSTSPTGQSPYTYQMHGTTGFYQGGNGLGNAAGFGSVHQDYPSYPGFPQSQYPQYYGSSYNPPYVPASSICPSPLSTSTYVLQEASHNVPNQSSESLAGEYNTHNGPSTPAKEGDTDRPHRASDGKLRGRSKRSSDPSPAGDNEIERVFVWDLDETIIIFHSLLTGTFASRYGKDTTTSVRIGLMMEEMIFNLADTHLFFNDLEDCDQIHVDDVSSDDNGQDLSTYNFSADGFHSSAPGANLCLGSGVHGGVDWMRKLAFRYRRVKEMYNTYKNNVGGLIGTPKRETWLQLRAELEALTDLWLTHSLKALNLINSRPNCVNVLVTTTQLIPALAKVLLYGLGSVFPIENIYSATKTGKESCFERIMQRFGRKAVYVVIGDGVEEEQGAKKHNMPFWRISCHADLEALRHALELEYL
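Eya2 protein (added as 0.2 uM solution) was preincubated with compound for 10 min at ambient temperature in 50 mM HEPES pH 7.5, 50 mM NaCl, 5 uM MgCl2, 0.05% BSA, 1 mM DTT. OMFP (added at 50 uM) then reacted 10 min; fluorescence read at 485/525 nm.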
The depositor's hits bear a star; ? = inconclusive; · = not tested or not shown; [ ] = dose if it differs, or a comment. Unless noted, calls come from the whole dose curve; as a rule, active = well fitted curve in the direction sought with a large enough effect; inconclusive = small, poorly fitted or top-dose-only effect, or another doubt; inactive = no such curve, though single readings can be large; an effect the other way counts as inactive or inconclusive. Unless noted, % is set by controls: 0 for no effect and ±100 for the full control effect.

SMILES	GALK inhibitor	FBPA coupling cs	KCNH2 3.1 inh	KCNH2 WT inh	B2AR arrestin	BCR signal inh	uPA surface inh	PKM2 activator	USP2a block	Giardia killer	Eya2 inh
O=C(CSc1ccccc1)Nc1ccc2c(c1)OCO2	-0.5%	0.4	4.1	-1.0	0.0%	?	-2.1%	1.0%	2.4%	-11.8	3.3%
O=C(CCN1CCOCC1)N/N=C/c1cc([N+](=O)[O-])ccc1OC(F)F	1.2%	-1.7	-2.1	-12.6	0.0%	-2.7%	-7.7%	-1.1%	-5.3%	7.8	-2.5%
COc1ccc([N+](=O)[O-])cc1NC(=O)c1ccc(N(Cc2ccccc2Cl)S(C)(=O)=O)cc1	-3.6%	2.8	-0.9	2.5	-0.6%	2.2%	-3.0%	-0.6%	2.9%	10.9	0.4%
O=C(CN1C(=O)C2C3C=CC(C4CC34)C2C1=O)NCc1ccco1 (stereo not given)	4.0%	0.6	9.2	-1.4	0.4%	-1.5%	-1.3%	-3.8%	0.1%	?	1.2%
CC(C)CCn1nnnc1CN1CCN(C(=O)c2ccco2)CC1	7.6%	1.4	6.2	-10.9	-1.0%	-12.4%	2.6%	-3.4%	8.1%	-7.9	1.7%
CC1(C)CC2(CC(c3ccccc3)Oc3cc(O)ccc32)NC(=O)N1 (stereo not given)	12.3%	4.3	·	·	0.3%	-1.0%	·	0.6%	1.5%	·	11.4%
Cc1nn(Cc2ccccc2)c(C)c1NS(=O)(=O)c1ccccc1	0.5%	0.3	4.8	6.0	-0.4%	0.4%	4.5%	-0.3%	-0.2%	12.9	10.3%
CCC(=O)Nc1cccc(C(=O)Nc2nccs2)c1	5.2%	-0.5	-10.6	-6.7	0.0%	?	0.2%	-10.9%	-0.7%	2.2	9.4%
CCCN(CCC)CCCNC(=O)Cn1cnc2sc(C)c(S(=O)(=O)N3CCCCC3)c2c1=O	6.5%	-0.7	-12.4	3.9	-0.3%	2.4%	-0.1%	8.1%	-0.5%	17.9	7.2%
O=[N+]([O-])C(=C1Nc2ccccc2N1)/C(Cl)=C(/Cl)Br	·	-3.1	-3.4	·	-0.4%	-4.3%	?	0.2%	2.6%	13.8	0.1%
CC(C)(C)c1ccc(/C=N/Nc2cccc(C(=O)O)c2)cc1	-1.0%	3.1	-10.3	-3.6	-0.3%	?	?	1.1%	1.9%	-12.8	3.1%
Nc1ncc(Br)cc1S(=O)(=O)NCCc1ccccc1	-1.0%	·	-0.5	8.9	0.3%	0.8%	-4.5%	·	-0.1%	18.4	-6.1%
COc1ccc(C)cc1NC(=O)c1ccc([N+](=O)[O-])cc1[N+](=O)[O-]	3.0%	-0.5	0.6	-16.4	0.5%	4.2%	-21.8%	2.6%	-0.1%	3.7	0.0%
CN1CCN(c2nc3c(c(=O)n(C)c(=O)n3C)n2CCSc2nnnn2-c2ccccc2)CC1	-2.1%	-2.2	0.2	12.1	-0.8%	2.9%	-1.5%	0.4%	-0.2%	-2.4	8.1%
CNC(=S)N1CCC(c2nc3ccccc3s2)CC1	0.7%	3.3	3.2	-8.4	-1.0%	-9.8%	-5.4%	8.4%	-0.9%	-5.2	9.9%
CCOc1ccc2nc(N(CCCN(C)C)C(=O)c3ccc(S(=O)(=O)N4CCc5ccccc5C4)cc3)sc2c1	5.6%	·	-35.7	12.1	-0.3%	-0.1%	2.3%	-0.8%	-0.4%	-18.1	-18.0%
Cc1ccc(CN2CCNC(=O)C2CC(=O)N2CCN(c3ncccn3)CC2)o1 (stereo not given)	-1.7%	0.2	0.5	5.3	0.0%	4.6%	-2.2%	6.7%	-0.4%	-16.1	16.0%
COc1ccc(C(CC(=O)Nc2ncccc2C)N2Cc3ccccc3C2=O)cc1 (stereo not given)	·	4.0	9.0	19.7	0.3%	-6.0%	-0.9%	·	-1.4%	-2.2	3.8%
Cc1cc(S(=O)(=O)Nc2cccc(Cl)c2)c(C)s1	-0.1%	-3.0	-0.1	6.7	0.1%	3.1%	0.7%	7.4%	-0.7%	9.3	-7.4%
CN(C)S(=O)(=O)c1cccc(NC(=O)COC(=O)/C=C/c2ccc([N+](=O)[O-])cc2)c1	6.8%	1.2	-4.2	24.2	-0.1%	2.9%	-1.6%	-6.7%	2.2%	0.4	-0.8%
CCN(CC)C(=O)N1CCC(NC(=O)c2ccccc2)CC1	-0.9%	-1.6	-4.2	-2.0	0.4%	-1.0%	-1.9%	-1.7%	5.0%	-9.3	-12.7%
Cc1cc(C)cc(N(CC(=O)NCc2ccco2)S(=O)(=O)c2c(C)noc2C)c1	1.5%	-1.0	7.0	1.2	-0.7%	0.4%	-13.7%	15.1%	3.0%	14.9	0.4%
CN(C(=O)COC(=O)c1nc(Cl)ccc1Cl)C1CCS(=O)(=O)C1 (stereo not given)	-5.1%	·	20.1	-17.8	-0.2%	-3.8%	-2.1%	4.8%	2.4%	7.3	-6.9%
CC12CC(c3ccccc3O1)C(/C(N)=N/NC(=O)c1ccc(F)cc1)C(=O)N2 (stereo not given)	0.3%	1.2	-6.9	-2.2	-0.3%	?	3.4%	-7.8%	0.3%	9.6	-13.2%
O=C(COc1ccc2ccccc2c1)N/N=C/C1CC=CCC1 (stereo not given)	·	1.4	9.7	1.8	1.8%	1.8%	-1.3%	10.1%	1.2%	13.2	2.5%

Further entries follow:
SMILES	GALK inhibitor	FBPA coupling cs	KCNH2 3.1 inh	KCNH2 WT inh	B2AR arrestin	BCR signal inh	uPA surface inh	PKM2 activator	USP2a block	Giardia killer	Eya2 inh
Cc1ccc(CN2CCN(Cc3ccc(-n4cccn4)cc3)CC2CCO)cc1 (stereo not given)	4.0%	0.7	-37.3	-14.2	-1.2%	?	-2.9%	-2.9%	-1.4%	-7.7	6.5%
COc1ccc(Br)cc1C(=O)Nc1cccc(C)c1C	0.5%	2.1	9.9	-5.6	-0.3%	?	5.4%	8.5%	-1.5%	-9.8	2.7%
CC1CCN(S(=O)(=O)c2ccc3c(c2)N(CC(=O)NCCCN(Cc2ccccc2)C(C)C)C(=O)CO3)CC1	7.2%	-3.2	-26.2	5.2	-0.9%	3.0%	-8.8%	-1.4%	0.2%	35.5[activator]	3.9%
COc1ccc(S(=O)(=O)N2CCOCC2)cc1NC(=O)c1ccc(Cl)cc1	·	·	34.2	12.8	0.0%	-1.6%	1.6%	·	-1.8%	2.3	-9.5%
O=C(COC(=O)/C=C/c1ccccc1)NC1CCS(=O)(=O)C1 (stereo not given)	·	·	0.1	-20.7	-0.3%	4.9%	2.2%	·	-1.8%	-12.6	23.4%
CC(=O)c1cccc(N(CC(=O)NCC2CCCO2)C(=O)CCC(=O)Nc2cc(C)on2)c1 (stereo not given)	5.5%	1.5	1.4	-17.0	0.1%	0.8%	5.7%	7.0%	2.0%	0.5	4.5%
COc1cccc2sc(N(CCN(C)C)C(=O)c3ccc(S(=O)(=O)N4CCCC4)cc3)nc12	-3.2%	·	·	21.1	0.1%	17.7%	0.9%	-13.0%	1.8%	-5.2	4.1%
CCC(C)NC(=O)CC(NS(=O)(=O)c1ccc(NC(C)=O)cc1)C(C)C (stereo not given)	0.7%	0.6	20.4	-17.2	-0.4%	4.7%	4.3%	4.1%	9.6%	-1.1	3.6%
CCOc1ccc(OCCNC(=O)c2ccc3c(c2)nnn3CC)cc1	·	·	-5.5	-0.7	-0.2%	-1.4%	4.0%	·	2.1%	-5.8	0.3%
Cc1ccc(NC(=O)c2ccc3c(=O)n4c(nc3c2)CCCCC4)cc1F	-2.7%	0.2	-14.2	5.4	-0.1%	19.1%	0.2%	·	2.9%	21.8	-2.5%
CC(C)(C)C(=O)CN1C(=O)NC(c2ccccc2)(c2ccccc2)C1=O	-0.8%	-0.5	-16.3	-2.0	-0.2%	-3.4%	0.4%	-6.6%	-0.8%	8.9	2.1%
COc1ccc(/C=N/NS(=O)(=O)c2ccc(C)cc2)cc1OC(=O)c1ccccc1	0.3%	4.3	27.7	2.8	·	·	-2.8%	-0.9%	·	-7.7	·
Cc1oc(-c2ccccc2)nc1Cn1cccc1C1=NC(c2ccccc2)CO1 (stereo not given)	-1.5%	2.5	3.7	0.7	-0.3%	8.8%	-3.2%	-1.6%	3.8%	2.5	10.7%
COc1ccc2[nH]c3c(NCCN(C(C)C)C(C)C)ncnc3c2c1	0.7%	-0.3	-34.9	3.5	-0.7%	-5.4%	-7.3%	2.4%	-1.5%	14.9	8.0%
COc1ccc(N2CCN(S(=O)(=O)/C=C/c3ccccc3)CC2)cc1	3.1%	-1.9	-2.2	3.1	0.1%	4.9%	-0.5%	-1.2%	0.2%	3.6	-21.8%

Copied from the list.
In KCNH2 3.1 inh, COc1ccc(/C=N/NS(=O)(=O)c2ccc(C)cc2)cc1OC(=O)c1ccccc1 is entered as 27.7
In uPA surface inh, CC1CCN(S(=O)(=O)c2ccc3c(c2)N(CC(=O)NCCCN(Cc2ccccc2)C(C)C)C(=O)CO3)CC1 is entered as -8.8%

No enrichment for hits, and some 2.4% of all compounds hit somewhere here.
